# Bioassay records deposited in PubChem BioAssay by Broad Institute.
# RAD54 inh – inhibitors of human RAD54 branch migration; Q92698; RAD54 Holliday junction branch migration, FAM/BHQ fluorescence; inhibition, % at 10.4 µM; hit rate 0.14% among 360,000; AID 602329;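 active means mean normalized replicate activity at least 40 and at least half of replicates scoring 40 or more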;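 further: 0% = median of neutral control wells and 100% = median of positive control wells; inhibitors cause a drop in the FAM fluorescence signal; in these data hits start at about 50%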
# esBAF inh – inhibitors of esBAF chromatin remodeling in mouse ES cells. Bmi1-luciferase knock-in reporter, 24 h; 100% = twice the neutral-well signal. reporter increase, % at 12.5 µM. hit rate 2% among 350,000; in the data active means activation above about 40%;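 further: 0% = median of the plate's neutral control wells and 100% = double that signal; a rise in the Bmi1 reporter signal indicates esBAF inhibition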
# ERp5 inh – ERp5 (human) disulfide isomerase inhibition. inhibition, % at 9.99 µM. ERp5 insulin aggregation, absorbance 650 nm, 90 min. AID 651711. hit rate 0.05% among 350,000;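 active means mean replicate inhibition above about 25%, with every replicate also reaching it, limit read from the data, passing the limit was not always enough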
# Target sequence (Q15084 whole entry, looked up): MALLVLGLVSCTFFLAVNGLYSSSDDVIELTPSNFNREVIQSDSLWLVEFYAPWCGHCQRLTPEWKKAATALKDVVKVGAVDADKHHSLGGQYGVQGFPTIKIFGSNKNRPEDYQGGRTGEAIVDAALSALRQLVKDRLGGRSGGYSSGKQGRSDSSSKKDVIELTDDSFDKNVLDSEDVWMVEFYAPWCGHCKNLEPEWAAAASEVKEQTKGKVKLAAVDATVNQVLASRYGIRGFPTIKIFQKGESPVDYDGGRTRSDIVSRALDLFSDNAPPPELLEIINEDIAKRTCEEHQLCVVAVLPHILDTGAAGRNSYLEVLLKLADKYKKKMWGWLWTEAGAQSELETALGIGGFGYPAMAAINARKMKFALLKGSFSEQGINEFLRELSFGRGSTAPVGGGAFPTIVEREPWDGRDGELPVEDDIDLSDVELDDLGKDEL
# Casp6 inh – blocks human caspase-6 cleavage activity; hit rate 0.53% among 350,000; P55212; purified caspase-6, Z-VEID-R110 cleavage fluorescence; inhibition, % at 12.5 µM;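 active means mean inhibition across replicates at least about 35%, with every replicate also reaching that limit, limit read from the data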;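 further: 0% = median of neutral control wells and 100% = no fluorescence left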
# RAD52 anneal inh – inhibitors of human RAD52 DNA annealing | AID 651710 | P43351 | recombinant RAD52 DNA annealing, FRET fluorescence | hit rate 0.46% among 360,000 | inhibition, % at 18.7 µM;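 active means every replicate showing at least 50% inhibition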
# E-sel inducer – induces E-selectin expression in human endothelial cells; P16581; HUVEC E-selectin immunofluorescence imaging; normalized: neutral wells 0, TNF-alpha wells 100; activation, % at 7.58 µM; hit rate 0.37% among 260,000; AID 686992;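 active means mean E-selectin-positive cell signal at least 10% of the positive control, reached in at least 60% of replicates, without over 20% cell loss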;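 further: in these data hits start at about 27%; measured in HUVEC primary endothelial cells; signal is the percent of cells scored E-selectin positive by PE staining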
# Target sequence (P16581 whole entry, looked up): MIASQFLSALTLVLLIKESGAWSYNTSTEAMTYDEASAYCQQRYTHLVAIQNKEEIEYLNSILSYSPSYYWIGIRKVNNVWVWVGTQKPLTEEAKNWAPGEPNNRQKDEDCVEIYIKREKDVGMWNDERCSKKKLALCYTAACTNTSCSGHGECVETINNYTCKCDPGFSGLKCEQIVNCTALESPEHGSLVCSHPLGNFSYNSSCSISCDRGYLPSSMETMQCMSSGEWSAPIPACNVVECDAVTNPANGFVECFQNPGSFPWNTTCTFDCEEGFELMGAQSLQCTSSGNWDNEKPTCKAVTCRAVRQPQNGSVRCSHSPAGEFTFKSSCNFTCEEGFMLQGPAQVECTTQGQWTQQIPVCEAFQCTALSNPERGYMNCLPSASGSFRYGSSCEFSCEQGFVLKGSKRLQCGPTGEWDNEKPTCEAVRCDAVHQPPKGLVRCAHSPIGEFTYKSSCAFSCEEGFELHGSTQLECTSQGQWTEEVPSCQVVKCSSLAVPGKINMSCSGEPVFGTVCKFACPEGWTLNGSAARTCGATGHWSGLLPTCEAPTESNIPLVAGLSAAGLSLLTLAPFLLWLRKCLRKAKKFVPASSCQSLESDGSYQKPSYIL
#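 material = human umbilical vein endothelial cells (HUVEC), E-selectin induction | quantity = 3,000 cells/well | medium = EGM-2 growth medium on 0.1% gelatin-coated wells | technique = immunofluorescence imaging | read-out basis = % PE-positive cells | control set = TNF-alpha positive control, DMSO neutral control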
# PglD inh – blocks C. jejuni PglD acetyltransferase activity | purified PglD enzyme, DTNB colorimetric CoA detection | inhibition, % at 12.5 µM | hit rate 0.098% among 360,000; in the data active means inhibition above about 16%, passing the limit was not always enough; further: strong numbers were not always called active
# ARNT TACC3 PPI – disrupts binding between human ARNT and TACC3. AlphaScreen His-ARNT PAS-B/GST-TACC3 binding, luminescence; TACC3 fragment carries E629A point mutation. AID 623870. inhibition, % at 9.99 µM. Q9Y6A5. hit rate 0.66% among 390,000;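 active means mean inhibition of replicates at least 50% and at least half of replicates each reaching 50%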;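 further: 0% = complete ARNT plus TACC3 wells and 100% = ARNT alone without TACC3; many hits fall short of the cut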
# * marks the source's active call; other numbers are inactive results; nt = no result given; & = joins results of further samples.
SMILES,RAD54 inh,esBAF inh,ERp5 inh,Casp6 inh,RAD52 anneal inh,E-sel inducer,PglD inh,ARNT TACC3 PPI
O=C(NNC(=O)c1ccc(Cl)s1)c1csc(N2CCOCC2)n1,nt,nt,-3.4,2.8,-2.1,nt,nt,-2.4
CCOc1ccc(NS(=O)(=O)c2ccc(C(=O)NCC(c3ccc(OC)cc3)N3CCCC3)cc2)cc1 (centres undefined),11.9,nt,10.0,-52.3,-75.5,-0.4,-1.9,9.2
COC(=O)N(C)C[C@H]1OCc2ccccc2-c2ccccc2C(=O)N([C@@H](C)CO)C[C@H]1C,11.0,6.0,0.8,-1.3,9.8,-0.4,-1.9,8.9
Cc1ccc(S(=O)(=O)N(C)C[C@H]2OCCCC[C@H](C)Oc3ccc(NC(=O)NC(C)C)cc3C(=O)N([C@@H](C)CO)C[C@@H]2C)cc1,-6.5,3.9,1.8,-0.1,-3.3,0.3,-2.4,1.9
Cc1nnc2c(NCC(C)c3ccccc3)nc3ccccc3n12 (centres undefined),-3.7,-7.7,2.2,-4.9,-5.3,2.4,-2.5,0.0
Cc1[nH]c(=O)[nH]c(=O)c1/C=N/NC(=O)CCNC(=O)OC(C)(C)C,13.0,-2.5,0.3,-1.1,2.6,-0.6,0.6,12.0
Cc1c(C(=O)NNC(=S)Nc2ccc(S(N)(=O)=O)cc2)oc2ccccc12,-6.6,-1.6,5.6,3.0,-7.5,0.3,-3.8,3.0
CCn1nnnc1-c1ccc(OC)c(S(=O)(=O)Nc2ccc(C(=O)OC)cc2)c1,-9.6,1.1,3.1,1.7,-5.0,nt,-0.8,-0.2
Cc1noc(C)c1S(=O)(=O)Nc1ccc2c(c1)C(=O)N([C@H](C)CO)C[C@H](C)[C@@H](CN(C)C(=O)NC1CCCCC1)OCCCC[C@@H](C)O2,8.9,4.4,0.7,-3.0,13.5,3.7,-3.7,-1.1
O=C(COC(=O)c1ccc(NS(=O)(=O)c2ccc3c(c2)OCCO3)cc1)NCC1CCCO1 (centres undefined),2.1,-3.1,nt,nt,nt,nt,-0.4,-5.1
CC1CCCC(C)N1/N=C/c1ccc(C(=O)O)cc1 (centres undefined),-9.8,nt,-6.3,-0.6,-7.0,-0.2,1.6,-5.3
CN1C(=O)c2cc(NC(=O)Cc3ccccc3)ccc2OC[C@@H]2O[C@@H](CC(=O)O)CC[C@@H]21,-3.2,0.9,-3.2,-1.7,1.6,-0.1,-4.1,-8.9
Nc1ccc(C(=O)N2CCN(S(=O)(=O)/C=C/c3ccccc3)CC2)cc1[N+](=O)[O-],10.6,-0.1,4.6,1.5,-10.4,nt,-2.0,6.9
CCS(=O)(=O)Nc1ccc(Cc2ccncc2)cc1,-1.4,1.8,nt,nt,nt,-1.3,-0.4,-1.8
CCc1ccc2oc(-c3cc(N)ccc3O)nc2c1,-4.8,-46.6,nt,nt,nt,nt,-0.8,-2.6
O/N=C(/c1ccccc1)c1cc2cc(Br)cc(Br)c2o1,-6.5,1.9,0.1,-1.8,0.0,nt,7.8,2.1
CN1C(=O)c2cc(NC(=O)Cc3ccccc3)ccc2OC[C@H]2O[C@H](CC(=O)NCC3CC3)CC[C@H]21,-4.2,4.3,-5.4,nt,-1.0,0.0,3.2,-5.0
Cc1cccc(N(CC(=O)NC(C)(C)C)C(=O)CS(=O)CC(=O)Nc2ccc3c(c2)OCO3)c1 (centres undefined),nt,nt,-13.8,1.4,-2.6,nt,nt,-2.3
C[C@@H]1CN([C@H](C)CO)C(=O)Cc2cc(NS(=O)(=O)c3ccc(Cl)cc3)ccc2O[C@H]1CN(C)C(=O)Nc1cccc2ccccc12,0.2,-4.0,0.2,1.1,7.5,1.9,0.1,3.5
CCOC(=O)c1ccc(N2C(=O)CC(NNC(=O)c3ccc(Br)s3)C2=O)cc1 (centres undefined),-3.0,2.6,1.3,0.5,-18.8,0.2,6.0,nt
COc1cccc(-c2nc(NCc3cccnc3)c3ccccc3n2)c1O,-6.5,18.6,3.8,-2.6,-13.9,-0.1,4.0,nt
N#CCC(=O)NNC(=S)NC(=O)C(c1ccccc1)c1ccccc1,nt,nt,4.8,2.7,-39.6,nt,nt,40.3
CCOC(=O)c1cc[nH]c1C,nt,nt,3.0,1.4,3.6,nt,nt,-0.4
COCCOC(=O)C1=C(C)NC(=O)NC1c1ccco1 (centres undefined),-8.1,nt,-0.3,14.3,-19.3,nt,2.1,nt
COc1ccc(CC(=O)Nc2ccc3c(c2)C(=O)N(CCC(=O)O)C3=O)cc1,1.3,-1.4,0.4,2.1,1.0,0.5,0.2,-3.5
COc1ccc(NC(=O)N(C)C[C@@H]2OCCCC[C@@H](C)Oc3ccc(NC(=O)C4CCCCC4)cc3C(=O)N([C@@H](C)CO)C[C@H]2C)cc1,-4.1,0.0,-1.9,2.1,-31.4,-0.2,0.3,0.1
COCCNC(=O)C1(C)CCCN(C(=O)c2ccc3c(c2)CCO3)C1 (centres undefined),-6.4,-1.7,4.8,0.9,-12.4,-0.1,4.4,nt
CCn1c(CNC(=O)c2ccccc2F)cc2cc(C)ccc21,-0.1,34.4,-3.4,-1.4,-38.9,0.1,4.3,11.0
C[C@@H]1CN([C@@H](C)CO)C(=O)CCCn2cc(nn2)CO[C@@H]1CN(C)Cc1ccc2c(c1)OCO2,11.6,3.8,-0.4,-4.1,15.5,0.8,2.1,0.1
CNC(=O)C[C@H]1CC[C@H]2[C@@H](COc3ccc(NC(=O)c4cccs4)cc3C(=O)N2C)O1,6.1,5.6,nt,nt,nt,0.1,0.6,6.3

# Among those listed so far, 2 contain an NH in an aromatic ring.
SMILES,RAD54 inh,esBAF inh,ERp5 inh,Casp6 inh,RAD52 anneal inh,E-sel inducer,PglD inh,ARNT TACC3 PPI
Cc1[nH]c(=O)[nH]c(=O)c1/C=N/NC(=O)CCNC(=O)OC(C)(C)C,13.0,-2.5,0.3,-1.1,2.6,-0.6,0.6,12.0
CCOC(=O)c1cc[nH]c1C,nt,nt,3.0,1.4,3.6,nt,nt,-0.4

# Additional entries follow.
SMILES,RAD54 inh,esBAF inh,ERp5 inh,Casp6 inh,RAD52 anneal inh,E-sel inducer,PglD inh,ARNT TACC3 PPI
COCC#Cc1ccc([C@H]2[C@@H](CO)N3CCCCN(Cc4cncnc4)C[C@H]23)cc1,9.9,nt,-0.9,2.1,-6.2,0.0,1.6,5.5
Cc1ccc(CNC(=O)CCc2nnc3ccc(NCCCN4CCCC4=O)nn23)cc1,-3.7,-4.0,4.1,0.8,-7.8,nt,0.2,-2.7
Cc1csc2ncc(C(=O)Nc3ccccc3F)c(=O)n12,-2.4,39.2,1.9,0.9,2.8,0.8,5.7,13.3
O=C(c1cccc(F)c1)N1CC(=O)N2[C@H](C1)[C@@H](c1ccc(-c3cccnc3)cc1)[C@@H]2CO,nt,nt,-0.6,1.4,-5.7,0.1,nt,nt
COc1ccccc1C#Cc1ccc2c(c1)O[C@H](CN(C)Cc1cncnc1)[C@H](C)CN([C@H](C)CO)S2(=O)=O,0.1,3.1,-1.5,-1.1,10.1,-0.1,-4.5,10.1
Cc1ccccc1CN1C(=O)CN(S(C)(=O)=O)CC1(C)C(=O)Nc1c(C)cccc1C (centres undefined),nt,nt,0.0,0.3,-6.6,-0.1,nt,nt
O=[N+]([O-])c1cc(C(F)(F)F)ccc1NCCCCNS(=O)(=O)c1ccc(Cl)cc1,4.2,nt,3.3,-3.3,-4.0,nt,1.2,-4.5
CCS(=O)(=O)NC(=O)C1(C)CCN1C(=O)Cc1ccc(Cl)cc1Cl (centres undefined),6.8,-4.9,-1.5,3.5,-3.9,-0.1,-1.1,nt
N#Cc1c2c(c(NCCOCCO)n3c1nc1ccccc13)CCCC2,-0.8,-6.1,-3.7,-2.6,-57.1,-1.8,-0.3,2.2
O=C(NCCCOc1cccc(CN2CCCCC2)c1)c1ccc(Cl)c(Cl)c1,1.3,-2.2,nt,nt,nt,0.6,2.9,12.0
CC(=O)Nc1cccc(-n2nnc(SCC(=O)c3ccccc3)n2)c1,nt,36.4,-2.6,2.4,-18.5,2.3,nt,0.2
COCCCNC(=O)[C@@H](Cc1ccccc1)NC(=O)CC[C@H]1O[C@@H](n2ccc(=O)[nH]c2=O)[C@H](O)[C@@H]1O,-3.7,-2.9,0.6,0.3,-13.7,0.1,-1.0,nt
COc1ccc(NC(=O)c2sc(SC)nc2N)cc1,5.4,-5.8,0.6,-0.5,-6.0,nt,2.7,3.6
CCOc1ccc(-n2c(C)c(C(C)=O)c3cc(OC(C)=O)ccc32)cc1,1.8,-12.2,1.8,-0.5,-17.1,nt,-0.8,22.7
S=c1[nH]nc(-c2ccco2)n1/N=C/C=C/c1ccccc1,-0.1,-3.7,nt,nt,nt,nt,-10.0,-4.3
CO[C@H]1CN(C)C(=O)c2cc(NC(=O)c3cc(C)on3)ccc2OC[C@H](C)N(C(=O)C2CC2)C[C@H]1C,4.8,2.2,-6.3,-2.5,0.0,-0.1,-0.8,36.0
O=C1C(Cl)=C(N2CCCCCC2)C(=O)N1c1ccc(Cl)cc1,-8.3,7.5,0.3,-1.8,-69.8,-0.2,1.0,1.9
CC(C)c1ccccc1NC(=O)COC(=O)C1(C)CC1(Cl)Cl (centres undefined),-6.6,-5.3,4.1,nt,-4.6,1.1,-2.7,-0.4
COc1ccc(CNC(=O)CCN2C(=O)c3ccccc3S2(=O)=O)cc1,-12.6,3.1,-0.6,-0.8,-5.7,0.6,0.7,nt
CCOC(=O)N(C)C[C@H]1OCc2cn(nn2)CCCC(=O)N([C@@H](C)CO)C[C@@H]1C,5.3,-1.4,4.9&4.8,-2.7&8.1,3.3&-0.8,0.1&0.2,2.5,-3.3
O=C(COc1ccccc1)Nc1ccccc1Cl,nt,nt,2.3,2.1,8.8,nt,nt,-0.5
CC(C)C(=O)Nc1cccc(NC(=O)c2cccnc2)c1,-5.8,-2.1,nt,nt,nt,-0.5,-3.5,-8.8
COc1cccc(C(=O)c2ccccc2C(=O)O)c1,nt,nt,-1.2,-2.9,-9.3,-0.2,nt,nt
Cc1ccc(S(=O)(=O)N2CCN(S(=O)(=O)N3CCC(C)CC3)CC2)cc1C,12.0,-3.2,7.8,4.0,-4.2,0.0,-2.7,nt
Cc1nnc(NC(=O)CSc2nccn2Cc2ccccc2)s1,-7.1,6.1,-0.6,-1.6,-10.2,-1.5,-2.4,2.3
O=[N+]([O-])c1ccc(-c2ccc(S(=O)(=O)NCCN3CCCC3)cc2)cc1,nt,nt,5.6,24.1,27.8,nt,nt,7.2
COCCNC(=O)CSc1ccccc1C(=O)NC1CCSc2ccccc21 (centres undefined),-3.5,-0.4,0.2,0.8,-11.5,nt,5.3,23.2
O=C1CC(NN2CCCCC2)C(=O)N1c1ccccc1 (centres undefined),nt,15.5,-0.3,1.8,-15.0,10.6,nt,0.5
COc1ccc(Cl)cc1NS(=O)(=O)c1ccc(OC)c(OC)c1,-2.4,-8.0,0.9,2.2,-3.3,nt,-2.3,-0.8

# Sorted by heavy-atom count (lowest first): some entries from above
SMILES,RAD54 inh,esBAF inh,ERp5 inh,Casp6 inh,RAD52 anneal inh,E-sel inducer,PglD inh,ARNT TACC3 PPI
CC(C)C(=O)Nc1cccc(NC(=O)c2cccnc2)c1,-5.8,-2.1,nt,nt,nt,-0.5,-3.5,-8.8
COc1ccc(Cl)cc1NS(=O)(=O)c1ccc(OC)c(OC)c1,-2.4,-8.0,0.9,2.2,-3.3,nt,-2.3,-0.8
O=[N+]([O-])c1ccc(-c2ccc(S(=O)(=O)NCCN3CCCC3)cc2)cc1,nt,nt,5.6,24.1,27.8,nt,nt,7.2
Cc1ccc(S(=O)(=O)N2CCN(S(=O)(=O)N3CCC(C)CC3)CC2)cc1C,12.0,-3.2,7.8,4.0,-4.2,0.0,-2.7,nt
